Screening results (PubChem)
S3 lipid droplet – qHTS Assay for Lipid Storage Modulators in Drosophila S3 Cells. Drosophila S3 cells, BODIPY lipid droplet fluorescence, 18-24 h; cells fed with added oleic acid. Potency in µM for hits, for the others lipid storage change, negative = inhibition, % at the top dose, mostly 46.1 µM. actives 0.64% (n = 320,000). AID 2685; active = well fitted inhibition curve with a large enough effect in the signal ratio, with a control signal flat, not every such curve was filed as active; inconclusive = small, poorly fitted or top-dose-only effect, or effect the other way, or a change in a side signal; the % refers to the signal ratio
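Drosophila S3 cells got compounds at several concentrations plus oleic acid (400 uM solution). Laser-scanning cytometry with 488 nm excitation read lipid droplets at 500-530 nm and cells at 575-640 nm. Percent activity was relative to 20 uM Triacsin C.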
S3 lipid droplet cell count max – also measured in S3 lipid droplet; calls as there; cell number change, %; measured here: cell count max response;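 cells counted by Cell Tracker Red CMTPX staining in the red channel; peak over a dose series mostly up to 46.1 µM; percent activity relative to internal control wells on each plate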
* hit, by the source's call; i = inactive; u = inconclusive; x = no result given; [ ] = dose if it differs, or a comment. % is set by controls: 0 for no effect and ±100 for the full control effect; potency is the fitted concentration of half-maximal effect. An excerpt; rates above refer to the full screens.

1. Cn1c(SCC(=O)NC2CCCC2)nc2cccnc21
2. Cc1cc(C2=CC(=O)C[C@H](c3ccc4c(c3)OCO4)C2)ccc1F
3. Cc1cc(C)cc(N(CC(=O)NC2CCCCC2)C(=O)CCCC(=O)Nc2ccccn2)c1
4. COc1cc(-c2noc(CCC(=O)NC3CCCCC3)n2)cc(OC)c1OC
5. COc1ccccc1C(=O)NNC(=O)c1cccc(Br)c1
6. Cc1ccc(-n2nnnc2SCC(=O)NCCC2=CCCCC2)c(C)c1
7. CC(C)(C)c1cc(C(=O)NNc2cccc(Cl)c2)n(Cc2ccccc2)n1
8. CCC(C)c1ccc(O)c(/C=N/O)c1 (stereo not drawn)

Compound	1	2	3	4	5	6	7	8
S3 lipid droplet	7%	i	u	25%	u	6%	u	u
S3 lipid droplet cell count max	7	12	x	-26	x	-6	x	x

9. CCOC(=O)N1CCN(C2=NC3(CCCCC3)C(C#N)C(=O)N2)CC1 (stereo not drawn)
10. COc1ccc(Cl)cc1NC(=O)CN(C)C(=O)CCNC(=O)c1ccccc1OC
11. CCn1ncc(C2=NOC(C(=O)NCc3ccccc3)C2)c1C (stereo not drawn)
12. O=C(CCSc1nnc(-c2ccco2)o1)Nc1ccc(F)cc1
13. Cc1cccc(C(=O)OC(C)CN2C(C)CCCC2C)c1 (stereo not drawn)
14. CCCCc1ccc(NC(=S)N2CCN(C)CC2)cc1
15. Cc1ccn2c(=O)nc(SCC(=O)c3ccccc3)nc2c1
16. Cc1ccc(S(=O)(=O)N2CCN(C(C(=O)Nc3ccc(F)cc3)c3ccccc3)CC2)cc1 (stereo not drawn)

Compound	9	10	11	12	13	14	15	16
S3 lipid droplet	u	u	i	u	4%	i	1%	0%
S3 lipid droplet cell count max	x	x	x	x	8	2	0	-2

17. Nc1ccc2[nH]ncc2c1
18. O=C(O)c1ccc(NCc2ccc3c(c2)OCO3)cc1
19. CC(C)(C)SC(C(=O)N1CCOCC1)c1ccc(Br)cc1 (stereo not drawn)
20. O=c1c(-c2ccc3c(c2)OCCO3)coc2c(CN3CCOCC3)c(O)ccc12
21. O=C(CCNC(=O)c1ccc(Cl)cc1)Nc1ccccc1Cl
22. CN(C)CCCNS(=O)(=O)c1ccc(Cl)s1
23. Cc1ccccc1OCC(=O)NC(=S)Nc1ccc2c3c(cccc13)CC2
24. CCCCC(=O)c1c(O)c2ccccc2oc1=O

Compound	17	18	19	20	21	22	23	24
S3 lipid droplet	-8%	1%	u	i	0%	-11%[9.22 µM]	u	u
S3 lipid droplet cell count max	14	-9	x	9	22	13	x	x

25. O=C(Nc1ccc(S(=O)(=O)Nc2ncccn2)cc1)C1CC(=O)N(c2ccccc2)C1 (stereo not drawn)
26. CCN(CC)CCNC(=O)c1cc(Br)c(N)cc1OC
27. CC(NC(=O)Nc1nnc(C(F)(F)F)s1)(C(F)(F)F)C(F)(F)F
28. O=C(Nc1cccc2c1C(=O)NC2=O)c1ccc(N2C(=O)CCC2=O)cc1
29. O=C(CSc1nnc(-c2ccncc2)n1Cc1ccccc1)NCCc1ccccc1
30. CCOc1ccc(S(=O)(=O)Nc2nc3cc(OC)ccc3s2)cc1
31. Cc1c(CN(C)C(=O)CSc2nc(-c3ccco3)cc(C(F)(F)F)n2)cnn1C
32. COc1ccccc1OCCn1cc(C#N)c2ccccc21

Compound	25	26	27	28	29	30	31	32
S3 lipid droplet	u	1%	u	u	-2%	u	u	3%
S3 lipid droplet cell count max	x	7	x	x	3	x	x	-13

Quoted from the entries so far for reference:
28. O=C(Nc1cccc2c1C(=O)NC2=O)c1ccc(N2C(=O)CCC2=O)cc1
29. O=C(CSc1nnc(-c2ccncc2)n1Cc1ccccc1)NCCc1ccccc1
30. CCOc1ccc(S(=O)(=O)Nc2nc3cc(OC)ccc3s2)cc1
31. Cc1c(CN(C)C(=O)CSc2nc(-c3ccco3)cc(C(F)(F)F)n2)cnn1C
32. COc1ccccc1OCCn1cc(C#N)c2ccccc21

Compound	28	29	30	31	32
S3 lipid droplet	u	-2%	u	u	3%
S3 lipid droplet cell count max	x	3	x	x	-13

Further records:
33. O=C(CCCO)N/N=C/c1cc(Br)ccc1O
34. Cc1[nH]ccc(=O)c1OCC(=O)O
35. CCOc1ccc(C(=S)N2CCCC2)cc1OC
36. COc1ccc(Nc2nccc(-c3ccc([N+](=O)[O-])cc3)n2)cc1
37. CC(=O)NCCn1c(SCC(=O)c2ccc(Cl)cc2)nc2ccccc2c1=O
38. O=C(CCCOc1ccccc1)Nc1ccc(Cl)cn1
39. Cc1cc(NC(=O)c2c(F)cccc2Cl)n(-c2nc3ccccc3[nH]2)n1
40. O=C1NCCN1C(=O)c1cccc(Cl)c1

Compound	33	34	35	36	37	38	39	40
S3 lipid droplet	i	u	0%	13%	i	u	i	0%
S3 lipid droplet cell count max	-17	x	9	6	-5	x	3	4

41. Cc1ccc(S(=O)(=O)n2cnc3ccccc32)cc1[N+](=O)[O-]
42. OCC1(Cc2ccc(Cl)cc2)CCN(Cc2ccc(F)c(F)c2)CC1
43. Cc1oc2cc3oc(=O)c(CCC(=O)NCc4ccccn4)c(C)c3cc2c1C
44. CCc1cc(=O)oc2cc(C)cc(OCC(=O)C(C)(C)C)c12
45. CCNC(=O)NC(=O)C(C)OC(=O)CCCc1nc2ccccc2s1 (stereo not drawn)
46. COc1ccc(-c2cc(=O)oc3cc(OCC(=O)N4C[C@H]5C[C@@H](C4)c4cccc(=O)n4C5)ccc23)cc1
47. COc1ccc(-c2ccc(-c3noc(-c4ccccc4C)n3)c(OC)n2)cc1
48. CC1(C)CC(=O)N(c2cccc(C(F)(F)F)c2)C(=O)C1

Compound	41	42	43	44	45	46	47	48
S3 lipid droplet	21%	7%	u	u	9%	u	u	u
S3 lipid droplet cell count max	8	3	x	x	2	x	x	x

49. O=c1c2cnn(-c3ccccc3)c2ncn1CCc1ccccc1
50. O=C(O)c1ccccc1C(=O)Nc1ccc(-n2nc(C(F)(F)F)cc2C(F)(F)F)cc1
51. O=C(NCc1cccnc1)c1ccc(COc2ccccc2Cl)o1
52. COc1ccc(C(=O)NNC(=O)Nc2ccc(C)cc2)cc1
53. O=C(Nc1ccc2c(c1)OCO2)C1CC1(Cl)Cl (stereo not drawn)
54. COC(=O)c1ccccc1NC(=O)Cn1cnc([N+](=O)[O-])c1
55. COCCOCC(O)CN1CCN(c2ccccc2)CC1 (stereo not drawn)
56. CCOc1ccc(C(=O)N2CCN(C(=O)c3ccco3)CC2)cc1OCC

Compound	49	50	51	52	53	54	55	56
S3 lipid droplet	u	-7%	-14%	22%	-10%	u	u	-20%
S3 lipid droplet cell count max	x	26	15	x	-23	x	x	-30

57. O=C1CCCc2c1[nH]c1ccc(Br)cc21
58. O=C(Nc1ccc(N2CCOCC2)cc1)Nc1ccc2nc(-c3ccco3)c(-c3ccco3)nc2c1
59. Cc1ccc(OCC(=O)c2cc(C)n(C)c2C)c([N+](=O)[O-])n1
60. CCn1nccc1C(=O)NC1=C(C#N)CCC1
61. Cc1ccc2cc(C3CC(c4cccs4)=NN3S(C)(=O)=O)c(Cl)nc2c1 (stereo not drawn)
62. Cc1nn2c(-c3ccc(S(=O)(=O)N4CCN(CCO)CC4)o3)nnc2c2ccccc12
63. CC(=O)c1ccc(NC(=O)Cn2cnc(S(=O)(=O)N3CCC(C)CC3)c2)cc1
64. N#Cc1ccccc1Sc1ccccc1C(=O)NCC(c1ccco1)N1CCCCC1 (stereo not drawn)

Compound	57	58	59	60	61	62	63	64
S3 lipid droplet	u	u	-12%	i	-5%	i	7%	u
S3 lipid droplet cell count max	x	x	3	x	11	-2	1	x

In another format: entries from further up.
58	O=C(Nc1ccc(N2CCOCC2)cc1)Nc1ccc2nc(-c3ccco3)c(-c3ccco3)nc2c1
  S3 lipid droplet: u; S3 lipid droplet cell count max: x
59	Cc1ccc(OCC(=O)c2cc(C)n(C)c2C)c([N+](=O)[O-])n1
  S3 lipid droplet: -12%; S3 lipid droplet cell count max: 3
60	CCn1nccc1C(=O)NC1=C(C#N)CCC1
  S3 lipid droplet: i; S3 lipid droplet cell count max: x
57	O=C1CCCc2c1[nH]c1ccc(Br)cc21
  S3 lipid droplet: u; S3 lipid droplet cell count max: x

(list continues)
65. Cc1ccc(C)c(NC(=O)c2cc(-c3ccccc3O)n[nH]2)c1
66. CCOc1ccc(NC(=S)N2CCCC2)cc1
67. Cc1ccc(CN2CCc3c(OCC(=O)Nc4cccc(C)c4C)cccc3C2=O)cc1
68. CCN(CC)c1cc(-c2ccccc2)ncn1
69. Nc1nc(NCCc2ccccc2)nc(NCCO)c1[N+](=O)[O-]
70. CC(=O)NC(CSc1cc(C)nc2ccc(Br)cc12)C(=O)O (stereo not drawn)
71. COc1ccc2cc(S(=O)(=O)N3CCCCC3)ccc2c1S(=O)(=O)N1CCCCC1
72. CCCOc1ccccc1C1CC(=O)Nc2cc3c(cc21)OCCO3 (stereo not drawn)

Compound	65	66	67	68	69	70	71	72
S3 lipid droplet	u	u	u	8%	3%	u	i	u
S3 lipid droplet cell count max	x	x	x	-3	-6	x	x	x

73. Nc1nn2cc(-c3ccc(Br)cc3)nc2c2ccccc12
74. CC1CCCCC1NC(=O)CSc1nnc(CN2CCOCC2)n1C (stereo not drawn)
75. C/C(=N/Nc1nc(C)cc(C)n1)c1ccc(Br)cc1
76. COC1CCCN(Cc2c(C(=O)N3CCN(C4CCCCC4)CC3)nc3ccccn23)C1 (stereo not drawn)

Compound	73	74	75	76
S3 lipid droplet	u	u	u	-14%
S3 lipid droplet cell count max	x	x	x	2
